# Screening results: PubChem BioAssay, several laboratories
# MrgX1 PAM = human MrgX1 positive allosteric modulation, primary screen | B-score at 10 µM | Q96LB2 | actives 0.63% (n = 310,000) | MrgX1-HEK293, Fluo-4 calcium flux, FDSS; hits give high values | AID 588675;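 active = plate-corrected calcium response at least 3 library SD above typical, normal starting fluorescence, not activating the receptor alone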;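 also: compound read alongside a low EC10 to EC30 dose of BAM8-22 agonist; peak minus trough fluorescence over baseline measured at the second addition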
# Target sequence (Q96LB2 whole entry, looked up): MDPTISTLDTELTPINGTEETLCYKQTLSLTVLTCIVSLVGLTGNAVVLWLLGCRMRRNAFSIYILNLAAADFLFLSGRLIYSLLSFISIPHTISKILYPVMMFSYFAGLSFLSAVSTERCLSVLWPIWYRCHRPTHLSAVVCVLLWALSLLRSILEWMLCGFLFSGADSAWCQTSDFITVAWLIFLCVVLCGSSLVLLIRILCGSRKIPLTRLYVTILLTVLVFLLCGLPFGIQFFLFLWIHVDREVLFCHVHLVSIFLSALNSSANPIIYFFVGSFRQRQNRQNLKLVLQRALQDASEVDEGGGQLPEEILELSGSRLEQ
# MrgX1 ag = agonists of human MrgX1 receptor. Q96LB2. MrgX1-HEK293 cells, Fluo-4 calcium fluorescence, agonist mode; hits give high values. B-score at 10 µM. actives 0.44% (n = 310,000). AID 588627;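 active = calcium response B-score plate-corrected fluorescence ratio at least 3 library SD, with starting fluorescence B-score inside 5 SD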
#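 times = overnight plating, then 30 min 37 °C plus 30 min room-temperature dye loading | assay system = stable human MrgX1 HEK293 cell line | input = fifteen thousand cells per well | signal = kinetic calcium dye fluorescence, Fluo-4 NW | dosing = compound delivered in addition one of three | read-out = B-scored fluorescence response ratio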
# TRPC4 act = opens the mouse TRPC4 cation channel; actives 0.49% (n = 310,000); HEK293 TRPC4beta/mu-opioid, Fluo4 calcium fluorescence; hits give high values; AID 2237; B-score at 10 µM;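 active = B-score above 5 SD of library B-scores, and initial fluorescence ratio not above library mean plus 5 SD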;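 also: positive B-score marks a calcium rise read as TRPC4 activation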
#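 Assay system: HEK293 cells stably co-expressing mouse TRPC4beta and mu-opioid receptor / Timing: Fluo4 dye loading 45 min at room temperature, 110 s recording / Signal: Fluo4 calcium-sensitive dye fluorescence, kinetic, 1 Hz baseline / Read-out: integrated baseline-normalised fluorescence ratio, converted to per-well B score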
# SKKanGAS inh = blocks kanamycin growth of S. pyogenes SKKanGAS strain; BacTiter-Glo, 6 h; inhibition, % at 7.5 µM; actives 1.3% (n = 300,000); AID 1662;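 active = mean replicate score, as percent of positive control median, at least 50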;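 also: strain carries kanamycin resistance gene driven by streptokinase promoter and grows in 40 µg/ml kanamycin; loss of luminescence reflects streptokinase promoter inhibition or plain growth inhibition; 0% = median of DMSO wells and 100% = positive control at its reference dose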
# TRPC6 inhibitor = blocks the mouse TRPC6 cation channel; HEK293-TRPC6, membrane potential dye, ACh-evoked depolarization; hits give low values; AID 2553; actives 1.1% (n = 310,000); B-score at 10 µM; Q61143;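 active = B-score under library mean minus 3 SD, initial fluorescence not abnormally high, positive integrated signal ratio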;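 also: B-score derived from integrated fluorescence ratio over the kinetic read; more negative B-score means stronger inhibition of depolarization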
# ANO1 block = blocks the mouse calcium-activated chloride channel TMEM16A | HEK293 TMEM16A/YFP iodide influx fluorescence, ionomycin | Q8BHY3 | actives 1.2% (n = 310,000) | normalized B-score (activity score, 25-100; higher = stronger inhibition) at 10 µM | AID 588511;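 active = ratio plate-corrected score three or more library SD toward inhibition, starting fluorescence score within five deviations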;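 also: score derived from kinetic fluorescence span divided by baseline fluorescence per well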
# MrgX1 antag = antagonists of human MrgX1 receptor. MRGX1-HEK293 calcium flux, Fluo-4, BAM8-22 antagonism; hits give low values. B-score at 10 µM. Q96LB2. actives 1.3% (n = 310,000);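 active = calcium-response B-score plate-corrected more than 3 library SD below zero, starting fluorescence within 5 deviations, no agonist response on first addition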;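 also: peak minus trough fluorescence over baseline after final BAM8-22 challenge near maximal dose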
# ANO1 activ = activators or potentiators of mouse TMEM16A chloride channel; Q8BHY3; HEK293 TMEM16A/YFP-H148Q/I152L, iodide quench fluorescence; hits give low values; B-score at 10 µM; actives 0.3% (n = 340,000); AID 623877;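 active = fluorescence-ratio B-score plate-corrected deviation score at least 3 library SD below zero, with starting fluorescence score within 5 deviations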;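 also: channel opened by trigger with iodide after compound preincubation; score built on the fluorescence ratio of max minus min over baseline; more negative score means more quench and so TMEM16A activation or potentiation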
# TRPC6 activator = activators of mouse TRPC6 channel; actives 0.13% (n = 310,000); AID 2550; Q61143; HEK293-TRPC6 membrane potential dye fluorescence; hits give high values; B-score at 10 µM;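 active = B-score of the integrated fluorescence ratio above library mean plus 3 SD, and starting fluorescence ratio within library mean plus 5 SD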;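 also: higher score means more depolarization so channel activation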
# TRPC4 PAM = TRPC4 (mouse) allosteric potentiation; Q9QUQ5; HEK293 TRPC4beta/mu-opioid, DAMGO EC20, Fluo-4 Ca2+ flux; hits give high values; B-score at 10 µM; actives 0.42% (n = 310,000); AID 2227;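 active = B-score of calcium response area above 5 SD of library B-scores, with initial fluorescence ratio within 5 SD of library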;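 also: B-score of integrated fluorescence ratio over time as area under calcium response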
# TRPC4 block = inhibitors of mouse TRPC4 channel; Q9QUQ5; B-score at 10 µM; actives 0.39% (n = 300,000); AID 2247; HEK293 TRPC4beta/mu-opioid, DAMGO-evoked Fluo4 calcium flux; hits give low values;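 active = B-score over 3 SD under the library average, no early fluorescence shift, positive overall ratio signal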
#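 Material: HEK293 cells with stable TRPC4beta plus mu-opioid receptor expression / Probe or stimulus: DAMGO in two steps, submaximal then maximal / Compound: single concentration per test compound / Technique: kinetic Fluo4 fluorescence imaging of calcium influx / Read-out: per-well B score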
# An asterisk follows results filed as active; i = inactive; / = no result given.
SMILES,MrgX1 PAM,MrgX1 ag,TRPC4 act,SKKanGAS inh,TRPC6 inhibitor,ANO1 block,MrgX1 antag,ANO1 activ,TRPC6 activator,TRPC4 PAM,TRPC4 block
O=C(CSc1ccccc1)NC1CCCCCCC1,i,i,i,25,i,i,i,i,i,i,i
CC/C(=N\NC(=S)Nc1ccc(OC)cc1)c1ccc(OC(F)F)cc1,i,i,i,-11,i,i,i,i,i,i,i
COc1ccc(CCNC(=O)CN2C(=O)CCSc3ccccc32)c(OC)c1,i,i,i,1,i,i,i,i,i,i,i
O=C(CSc1nc2ccccc2s1)N1N=C(c2cccs2)CC1c1ccc(F)cc1 (configuration not stated),i,i,i,-3,i,i,i,i,i,i,i
O=S(=O)(Nc1ccc2cn[nH]c2c1)c1ccc(Cl)cc1,i,i,i,3,i,i,i,i,i,i,i
CCCCCCCCCCOC(=O)Cn1c(COc2cccc(OC)c2)[n+](C)c2ccccc21,i,i,i,19,i,i,-13*,i,i,i,-6*
O=c1cc(Cn2ccnc2)c2cc(O)ccc2o1,i,i,i,9,i,i,i,i,i,i,i
COc1ccc(NC(=O)COc2ccc(/C=C/c3cc[n+](C)cc3)cc2OC)cc1,i,i,i,3,i,i,i,i,i,i,i
Cc1cc(C(=O)Cn2nnc(-c3ccc(Cl)cc3)n2)c(C)n1CC1CCCO1 (configuration not stated),i,i,i,-2,i,25*,i,i,i,i,i
CN(C)CC(C)(C)CNC(=S)NCc1ccc2c(c1)OCO2,i,i,i,0,i,i,i,i,i,i,i
Cc1cccc(Nc2nc(C)nc3c2oc2ccccc23)c1,i,i,i,5,i,i,i,i,i,i,i
CCOc1cc2[nH]c(=S)n(CC3CCCN3CC)c(=O)c2cc1OCC (configuration not stated),i,i,i,-1,i,i,i,i,i,i,i
Cc1cccc(N2N=C(C(=O)Nc3nc(C)cs3)CCC2=O)c1,i,i,i,0,i,i,i,i,i,i,i
COc1ccc(C(C(=O)NC2CCCC2)N(Cc2ccccc2)C(=O)c2snc(C(N)=O)c2N)cc1OC (configuration not stated),i,i,i,6,i,i,i,i,i,i,i
CC(=O)c1cccc(NC(=O)c2cnccn2)c1,i,i,i,-2,i,i,i,i,i,i,i
C=CCn1c(N2CCCC2)nc2c1c(=O)[nH]c(=O)n2C,i,i,i,-4,i,i,-8.7*,i,i,i,i
CCC(=O)c1c[nH]c(C(=O)N2CCN(c3ccccc3)CC2)c1,i,i,i,-10,i,i,i,i,i,i,i
c1ccc(COc2cccc(CN3CCN(c4ccccn4)CC3)c2)cc1,i,i,i,2,i,i,i,i,i,i,i
O=C(CN1CCOCC1)NNc1nc(-c2ccccc2)c2cc(Br)ccc2n1,i,i,i,0,i,i,i,i,i,i,i
COc1ccc(-c2nnn(CC(=O)NC3CCCc4ccccc43)n2)cc1OC (configuration not stated),i,i,i,3,i,i,i,i,i,i,i
Cc1cc(Cl)c(OCCCCN2CCOCC2)c(Br)c1,i,i,i,6,i,i,i,i,i,i,i
CNC(=O)c1cc(NC(=O)CCn2nc(-c3ccccc3)c3ccccc3c2=O)ccc1OC,i,i,i,4,i,i,i,i,i,i,i
COc1ccc(OC)c(NC(=O)c2ccc(NC(C)=O)cc2)c1,i,i,i,7,i,i,i,i,i,i,i
CCN(CC)S(=O)(=O)c1ccc(NC(=O)Cc2cccs2)cc1,i,i,i,-13,i,i,i,i,i,i,i

# As entered above:
# In SKKanGAS inh, C=CCn1c(N2CCCC2)nc2c1c(=O)[nH]c(=O)n2C has the entry -4
# In SKKanGAS inh, CCN(CC)S(=O)(=O)c1ccc(NC(=O)Cc2cccs2)cc1 has the entry -13

# More records
SMILES,MrgX1 PAM,MrgX1 ag,TRPC4 act,SKKanGAS inh,TRPC6 inhibitor,ANO1 block,MrgX1 antag,ANO1 activ,TRPC6 activator,TRPC4 PAM,TRPC4 block
O=C(NCCc1ccc(Cl)cc1)C1CCCN1C(=O)Nc1ccc(F)cc1 (configuration not stated),i,i,i,-4,i,i,i,i,i,i,i
CCC(C)C(NC(=O)C1CCC(C)CC1)C(=O)NCc1cccnc1 (configuration not stated),i,i,i,-3,i,i,i,i,i,i,i
Cc1occc1-c1nnc(SCC(=O)NC2CC2)n1C,i,i,i,-4,i,i,i,i,i,i,i
CC(C)(C)n1nnnc1C(c1cccc(C(F)(F)F)c1)N1CCOCC1 (configuration not stated),i,i,i,1,i,i,i,i,i,i,i
COCCn1cnnc1SCC(=O)Nc1cccc(S(=O)(=O)N(C)c2ccccc2)c1,i,i,i,-1,i,i,i,i,i,i,i
CCc1oc2c(C)c(O)ccc2c(=O)c1-c1ccc2ccccc2n1,i,i,i,-4,i,i,i,i,i,i,i
COc1ccc(NC(=O)C(=O)N/N=C/c2cc(C)n(-c3cccc(Cl)c3Cl)c2C)c(OC)c1,i,i,i,15,i,i,i,i,i,i,i
COCCN1C(=O)N[C@@H](c2cccc(F)c2)C(C(C)=O)=C1C,i,i,i,10,i,i,i,i,i,i,i
Cc1ccc(-n2cccn2)c(CN2CCCC(C(=O)c3ccc4c(c3)OCO4)C2)c1 (configuration not stated),i,i,i,/,-6.8*,i,i,i,i,i,-8*
COCCCN1C2=C(C(=O)CC(C)(C)C2)C(c2ccc(O)c(OC)c2)C2=C1CC(C)(C)CC2=O,i,i,i,0,i,i,i,i,i,i,i
CCCS(=O)(=O)C/C(N)=N/OC(=O)c1ccc(Cl)cc1,i,i,i,-2,i,i,i,i,i,i,i
CCCOc1ccc(C(C)=O)cc1CC(C(=O)OCC)C(=O)OCC,i,i,i,-2,i,i,i,i,i,i,i
COc1ccc(N2CCN(c3oc(Cc4ccccc4)nc3C#N)CC2)cc1,i,i,i,-1,i,i,i,i,i,i,i
COc1c(/C=N/NC(N)=S)c(C)nn1-c1ccccc1,i,i,i,-4,i,i,i,i,i,i,i
O=C(COc1ccccc1)NCC(=O)N/N=C/c1ccccc1,i,i,i,1,i,i,i,i,i,i,i
C=CC(COCc1ccccc1)N(Cc1ccc(OC)cc1)S(=O)(=O)c1ccccc1Br (configuration not stated),i,i,i,4,i,i,i,i,i,i,i
O=C(O)C1C2CCC(C2)C1C(=O)Nc1ccccc1 (configuration not stated),i,i,i,2,i,i,i,i,i,i,i
O=C(NNC(=O)c1cc(O)c(O)c(O)c1)NC1CCCCC1,i,i,i,-4,i,i,i,i,i,i,i
O=[N+]([O-])c1cc([N+](=O)[O-])c(Oc2c(F)cc(F)cc2F)cc1NN1CCCCC1,i,i,i,8,i,i,i,i,i,i,i
CC(OC(=O)c1ccccc1CCc1ccccc1)C(N)=O (configuration not stated),i,i,i,-2,i,i,i,i,i,i,i
O=C(NCc1ccccn1)c1ccc(OC2CCN(Cc3ccc(F)cc3F)CC2)cc1,i,i,i,0,i,i,i,i,i,i,i
COCCCNc1oc(-c2cccs2)nc1S(=O)(=O)c1ccc(C)cc1,i,i,i,2,i,i,i,i,i,i,i
COC(=O)c1ccccc1S(=O)(=O)N1CCC(NC(=O)c2ccccc2)CC1,i,i,i,-2,i,i,i,i,i,i,i
CCOc1ccc(/C=C/C(=O)N(CC)CC(=O)NCc2cccs2)cc1OC,i,i,i,-7,i,i,i,i,i,i,i

# A draw from above in order of molar mass, descending:
SMILES,MrgX1 PAM,MrgX1 ag,TRPC4 act,SKKanGAS inh,TRPC6 inhibitor,ANO1 block,MrgX1 antag,ANO1 activ,TRPC6 activator,TRPC4 PAM,TRPC4 block
CCOc1ccc(/C=C/C(=O)N(CC)CC(=O)NCc2cccs2)cc1OC,i,i,i,-7,i,i,i,i,i,i,i
COC(=O)c1ccccc1S(=O)(=O)N1CCC(NC(=O)c2ccccc2)CC1,i,i,i,-2,i,i,i,i,i,i,i
COc1ccc(N2CCN(c3oc(Cc4ccccc4)nc3C#N)CC2)cc1,i,i,i,-1,i,i,i,i,i,i,i
O=C(NNC(=O)c1cc(O)c(O)c(O)c1)NC1CCCCC1,i,i,i,-4,i,i,i,i,i,i,i
CC(OC(=O)c1ccccc1CCc1ccccc1)C(N)=O (configuration not stated),i,i,i,-2,i,i,i,i,i,i,i
COc1c(/C=N/NC(N)=S)c(C)nn1-c1ccccc1,i,i,i,-4,i,i,i,i,i,i,i
O=C(O)C1C2CCC(C2)C1C(=O)Nc1ccccc1 (configuration not stated),i,i,i,2,i,i,i,i,i,i,i

# The listing continues:
SMILES,MrgX1 PAM,MrgX1 ag,TRPC4 act,SKKanGAS inh,TRPC6 inhibitor,ANO1 block,MrgX1 antag,ANO1 activ,TRPC6 activator,TRPC4 PAM,TRPC4 block
COP(=O)(CC(=O)c1ccccc1)CC(=O)c1ccccc1,i,i,i,-5,i,i,i,i,i,i,i
O=[N+]([O-])c1ccc(N2CCCC2)cc1NCc1ccccc1,i,i,i,-9,i,i,i,-6.5*,i,i,i
CCC(=O)Nc1ccc(C(=O)NNC(=O)COc2cccc(C)c2)cc1,i,i,i,-6,i,i,i,i,i,i,i
COc1ccccc1N1CCN(CC(=O)Nc2nccs2)CC1,i,i,i,5,i,i,i,i,i,i,i
O=c1c2ccccc2nc(/C=C/c2cc(Br)ccc2O)n1CCCO,i,i,i,16,i,i,i,i,i,i,i
O=C(CSc1nc2ccccc2o1)N/N=C/c1ccc(O)c(O)c1,i,i,i,1,i,i,i,i,i,i,i
COc1ccc(CCN2C(=O)CSC2=Nc2ccc(C)cc2C)cc1OC,i,i,i,2,i,i,i,i,i,i,i
Cc1ccc(-n2ncc3c2CC(C)(C)CC3NC(=O)c2cc[n+]([O-])cc2)cc1 (configuration not stated),i,i,i,-1,i,i,i,i,i,i,i
COc1ccc(C(CNC(=O)COc2ccc(F)cc2Br)N2CCCC2)cc1 (configuration not stated),i,i,i,-3,i,i,i,i,i,i,i
O=C(CSc1ccc2nnc(-c3ccccn3)n2n1)Nc1ccccc1C(F)(F)F,i,i,i,19,i,i,i,i,i,i,i
